# Compound activity as filed in PubChem BioAssay.
# INS-1E GSIS act: GLuc luminescence reporter in INS-1E cells, primary screen for activators of glucose-dependent secretion of insulin. 370,000 compounds, 0.61% hits. INS-1E GLuc reporter insulin secretion, 2-3 h. activation, % at 16.6 µM;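 active = lowest replicate activation of at least 40%, so every replicate reaches that level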;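 also: 0% = median of neutral control wells and 100% = median of IBMX positive control wells; some compounds called inactive have numbers as strong as hits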
# EWS-Fli block: EWS/Fli-driven NR0B1 reporter inhibitors, primary screen, A673 cells, NR0B1 luciferase, luminescence, MLPCN library. viability-normalised. inhibition, % at 12.6 µM. 350,000 compounds, 0.67% hits;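 active = mean inhibition of at least 50% after viability correction, with every replicate also passing that limit; inconclusive = mean reaches 50% but only one of two replicates passes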;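 also: firefly luciferase signal divided by Alamar Blue viability fluorescence both relative to DMSO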
# PAX8 reporter: inhibitors of PAX8-driven TPO luciferase reporter, primary screen, RMG-I cells, single concentration | SteadyGlo, 24 h | inhibition, % at 12.6 µM | 360,000 compounds, 1.2% hits;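 active = mean replicate inhibition at least 60% with every replicate also reaching 60%; inconclusive = only one of the two criteria is met; inactive = mean below 60% and not all replicates reaching 60%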;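 also: luciferase light reporting Pax8 driven TPO promoter activity; plate controls were median of neutral control wells for no effect and mitoxantrone controls for full effect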
# FN deposition inh: inhibitors of fibronectin matrix deposition, primary screen, AH1F cells, Alexa488-fibronectin fluorescence, plate reader; 350,000 compounds, 0.086% hits; inhibition, % at 12.6 µM; AID 743247, 2014; AH1F fibroblasts, overnight;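 active = mean inhibition across replicates of 30% or more, regardless of how many single replicates reach that level; inconclusive = mean under 30% yet at least half of replicates reach 30%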;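 also: positive control wells lacked labelled fibronectin entirely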
#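 material = AH1F fibroblast monolayer depositing Alexa488-labelled fibronectin into matrix | amount = 10000 AH1F cells/well | buffer or medium = DMEM plus 2% serum, read in PBS | incubation = 1 h cell adhesion before compound, then overnight fibronectin incubation | detection = fluorescence at 485 nm excitation, 525 nm emission | evaluation = percent inhibition as loss of matrix-bound fibronectin fluorescence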
# DENV2 CPE: inhibitors of DENV2 cytopathic effect, primary screen, cell-based, plate reader, single concentration | DENV2-infected cells, cytopathic effect rescue | CPE inhibition, % at 9.99 µM | 350,000 compounds, 1.7% hits; in the data active = CPE inhibition above about 20%, passing the limit was not always enough; inconclusive = no clear call, values can overlap the other calls; tested in BHK-21 cells;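 also: 0% = median of neutral control wells and 100% = median of positive control wells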
# CFTR F508del cor: F508del CFTR correction, initial screen, CFBE line, single point | CFBE cells, YFP halide quenching; stimulated with forskolin plus potentiator P3; % fluorescence drop versus neutral controls | activity (quench increase), % at 7.58 µM | 350,000 compounds, 0.36% hits | AID 720511, 2013;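 active = mean added fluorescence quench of at least 8% versus neutral control, with both replicates also reaching 8%; inconclusive = only one of the mean or replicate conditions met; inactive = mean below 8% and not both replicates reaching 8%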;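 also: cells transiently co-express mutant CFTR-F508del with the halide-sensitive YFP; corrector assay measuring rescue of mutant channel to the surface after 24 h compound exposure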
# miR-122 sensor: miR-122 Renilla sensor signal increase in Huh7, primary screen, miR-122 inhibitor project, cell-based, single point, plate reader | 340,000 compounds, 0.3% hits | Huh7 miR-122 Renilla luciferase sensor, 48 h; neutral wells = 0, positive control = 100 | activation (reporter increase), % at 12.5 µM;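 active = mean replicate activation score at least 90 and every replicate individually at or above 90; inconclusive = only one of the two criteria met; inactive = neither criterion met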;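 also: higher luciferase means less miR-122 activity so hits act as miR-122 inhibitors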
# * marks the source's active call; other numbers are inactive results; u = inconclusive; x = no result given; [ ] = another dose, or the depositor's remark.
SMILES	INS-1E GSIS act	EWS-Fli block	PAX8 reporter	FN deposition inh	DENV2 CPE	CFTR F508del cor	miR-122 sensor
C[C@H](CO)N1C[C@H](C)[C@@H](CN(C)Cc2ccc(C(=O)Nc3ccccc3N)cc2)Oc2ccc(NC(=O)c3ccncc3)cc2C1=O	36	1	1	-5	-15	-0.4	x
COc1cc2c(cc1OC)CN(C(=O)CSc1ccc(F)cc1)CC2	21	0	2	-2	4	1.5	-2
COc1cc(OC)cc(C2=Cc3ccccc3C(CC(C)=O)N2c2ccc(-c3cccs3)cc2)c1 (configuration not stated)	-25	3	70*	x	-9	-0.4	x
C[C@@H]1CN([C@H](C)CO)C(=O)c2cccc(NS(=O)(=O)c3ccc(Cl)cc3)c2O[C@@H]1CN(C)Cc1ccc(C(=O)O)cc1	38	-4	x	x	-6	3.6	-1[16.7 µM]
CC(C)(C)OC(=O)N1CCC2CCN(CCc3ccccc3)CC21 (configuration not stated)	x	1	-5	-2	20	-0.7	x
CC1(C)Cc2c(C#N)c(N)n(-c3ccccc3)c(=O)c2CO1	x	x	6	3	x	x	-14
CSc1nc(-c2ccccc2)nc(N2CCOCC2)c1C(C)=O	-25	3	1	-4	3	1.3	x
COc1cccc(NC(=O)C2CCN(S(=O)(=O)c3ccc4[nH]c(=O)oc4c3)CC2)c1	19	-4	-15	3	0	0.9	-2
Cc1ccc(C(=O)CSc2nnc(C)s2)cc1	x	-86	26	4	-6	-3.2	x
Cc1nc2c(-c3ccc(F)cc3)cnn2c(N)c1-c1ccccc1	-5	32	-22	6	-4	-3.5	-3
CCc1sc(C(=O)NCc2ccco2)cc1C	-2	-25	-41	-7	-2	1.1	-1
COc1ccc(-c2cc3c(=O)n(CC(=O)NCc4ccc(F)cc4)ncn3n2)cc1	x	-40	-15	11	-3	2.2	1
CC(CN(C)Cc1ccccc1)OC(=O)C1COc2ccccc2O1 (configuration not stated)	5	-2	7	-1	-3	-0.4	x
COC(=O)C1(C)CCCC2(C)c3cc(OC)ccc3C(=O)C(Br)C12 (configuration not stated)	-13	5	-22	0	-4	-1.0	x
Cn1c(-c2ccccc2)cc(=O)n1-c1ccccc1	x	-13	4	-3	14	-2.4	x
COc1ccccc1C1CCCN1Cc1nc(-c2cc3c(cc2Cl)OCO3)oc1C (configuration not stated)	9	4	16	-3	2	0.8	2
N#C/C(=C\c1ccc(OCc2ccc(C(=O)O)cc2)cc1)C(=O)NCc1ccccc1	x	-7	-50	22	x	2.4	2
Cc1ccc(CNC(=S)Nc2ccc(OC(F)F)cc2C)cc1	9	8	34	-3	-8	x	x
COCCNC(=O)c1ccc(C2SCC(=O)N2CCc2ccccc2)cc1 (configuration not stated)	1	5	15	6	-3	1.5	-1
CC(C)CCc1noc(CN2CCN(c3ccc(Cl)cn3)CC2)n1	8	-1	10	x	x	-0.5	-1
O=C(c1cc2ccccc2o1)c1nc2c(n1O)CCCCC2	x	x	-47	3	x	x	0
C[C@H](CO)N1C[C@H](C)[C@H](CN(C)C(=O)Cc2ccccc2)OCCCC[C@H](C)Oc2ccc(NS(=O)(=O)c3ccccc3)cc2C1=O	-23	60*	-5	-3	5	-0.3	-7[16.7 µM]
Cn1c(SCC(=O)NCc2ccc3c(c2)OCO3)nc2c(c1=O)SCC2	1	2	-10	5	9	0.1	x
COc1ccc(OC)c(C(=O)CCCCC(=O)c2cc(OC)ccc2OC)c1	9	13	6	3	1	5.1	x
C[C@@H]1CN([C@H](C)CO)C(=O)c2cccc(NS(=O)(=O)c3cccs3)c2O[C@@H]1CN(C)C	17	-5	-2	0	12	-4.3	2[16.7 µM]
O=C(O)CCCC[n+]1ccccc1	-6	-1	x	x	u	3.8	x
CN(C)c1ccc(C=c2c3ccccc3n3c2cc(-c2ccc(Cl)cc2)[n+]3C)cc1	-38	9	78*	-13	20	1.1	x
c1ccc(CNc2ncnc3sc4c(c23)CCCC4)nc1	2	18	8	x	-2	3.9	-3
CN(C)CC(=O)Nc1ccc2c(c1)[C@@H]1C[C@H](CC(=O)NCc3cc(F)ccc3F)O[C@@H](CO)[C@@H]1O2	4	-5	-2	x	-5	1.9	3[16.7 µM]
COc1ccc(N2CCN(C(=O)c3oc4ccccc4c3C)CC2)cc1	-39	11	23	x	x	-0.6	x

# Just INS-1E GSIS act and FN deposition inh (2 entries from above):
smiles,INS-1E GSIS act,FN deposition inh
C[C@@H]1CN([C@H](C)CO)C(=O)c2cccc(NS(=O)(=O)c3cccs3)c2O[C@@H]1CN(C)C,17,0
O=C(O)CCCC[n+]1ccccc1,-6,x

# Of the compounds above, these contain two or more sulfur atoms:
SMILES	INS-1E GSIS act	EWS-Fli block	PAX8 reporter	FN deposition inh	DENV2 CPE	CFTR F508del cor	miR-122 sensor
Cc1ccc(C(=O)CSc2nnc(C)s2)cc1	x	-86	26	4	-6	-3.2	x
Cn1c(SCC(=O)NCc2ccc3c(c2)OCO3)nc2c(c1=O)SCC2	1	2	-10	5	9	0.1	x
C[C@@H]1CN([C@H](C)CO)C(=O)c2cccc(NS(=O)(=O)c3cccs3)c2O[C@@H]1CN(C)C	17	-5	-2	0	12	-4.3	2[16.7 µM]

# Later entries
SMILES	INS-1E GSIS act	EWS-Fli block	PAX8 reporter	FN deposition inh	DENV2 CPE	CFTR F508del cor	miR-122 sensor
O=C(CN1CCN(Cc2ccccc2)CC1)Nc1ccc2c(c1)CCC2	-15	12	4	1	0	x	x
Cc1cc(C(=O)Nc2cccc3c2O[C@@H](CN(C)S(=O)(=O)c2ccc(Cl)cc2)[C@@H](C)CN([C@H](C)CO)C3=O)n(C)n1	29	-1	2	x	8	6.6	-2[16.7 µM]
COc1cc(O)oc1C=Nc1ccc(Oc2ccccc2)cc1	-6	x	-37	7	x	x	3
CC(=O)c1sc2nc(C)c3c(c2c1N)CCCC3	-3	-11	-80	2	1	-2.7	-1
CO[C@@H]1CN(C)C(=O)c2ccc(NC(=O)C3CCCC3)cc2OC[C@H](C)N(C(=O)CC2CC2)C[C@H]1C	12	8	-4	5	0	-2.1	x
COc1ccc(C(=O)N/C(=C\c2ccc(OC)c(OC)c2)C(=O)N2CCCCC2)cc1	2	-3	-3	-6	4	0.1	x
COC(=O)Nc1nc(Sc2ncc(C(F)(F)F)cc2Cl)n[nH]1	11	27	9	4	x	-2.2	-6
O=C(C[C@@H]1CC[C@@H](NS(=O)(=O)c2ccccc2)[C@@H](CO)O1)N1CCc2ccccc2C1	9	3	8	x	-1	-2.4	x
Cc1ccc(S(=O)(=O)/N=C(/NC(=S)Nc2c(C)n(C)n(-c3ccccc3)c2=O)c2ccccc2)cc1	2	9	6	0	3	2.5	x
CC(=O)NC(CC(C)C)C(=O)NC(CO)C(=O)NC(CCC(=O)O)C(=O)NC(C)C(=O)NC(CC(C)C)C(N)=O (configuration not stated)	4	4	0	5	x	-1.9	-7
COc1ccc(CN(C)C[C@H]2Oc3ccc(NC(=O)Cc4cn(C)c5ccccc45)cc3C(=O)N([C@H](C)CO)C[C@H]2C)cc1	-6	-2	0	x	7	1.0	-1[16.7 µM]
Cc1noc(C)c1S(=O)(=O)N(C)C[C@@H]1Oc2c(NC(=O)c3ccc(-c4nccs4)cc3)cccc2C(=O)N([C@@H](C)CO)C[C@@H]1C	2	14	x	-4	15	0.4	79[16.7 µM]
O=C1c2ccccc2C(=O)N1CCCCN(C(=O)c1cc2ccccc2oc1=O)c1ccc(Cl)cc1	-5	x	10	1	x	x	-19
CN(C)c1nnnn1-c1ccc(Oc2ccccc2)cc1	8	-3	25	-10	x	2.8	x
Cc1c(Cl)cccc1NCC(=O)Nc1ccc(Cl)cc1F	-11	x	-18	-6	x	x	-1
C[C@@H]1CN([C@H](C)CO)C(=O)Cc2cc(NC(=O)C3CC3)ccc2O[C@H]1CN(C)Cc1ccc(C(F)(F)F)cc1	-7	-14	51	x	-4	2.1	-4[16.7 µM]
CC(OC(=O)Cc1ccc(Cl)cc1)C(=O)NCCC1=CCCCC1 (configuration not stated)	-37	8	7	-9	0	x	x
CN(C)CCOC(=O)c1ccc2c(c1)S(=O)(=O)c1ccccc1C2=O	0	-1	-8	1	5	-2.0	0
CCCCNCc1cc(Br)c(OCC(=O)NCc2ccccc2)c(OC)c1	1	0	1	5	-3	-0.6	0
COc1ccc(C(=O)NC(=S)Nc2ccc(Cl)c(C(=O)O)c2)cc1	-1	-1	-13	x	-2	-2.8	1
O=C1CCN(Cc2ccc(O)cc2)CCN1[C@H](CO)Cc1ccccc1	6	1	-4	3	6	0.8	-3
CCN(CC)S(=O)(=O)c1cccc(C(=O)NC(C)C(c2cccs2)N2CCCC2)c1 (configuration not stated)	x	-5	6	-7	0	-3.5	x
COc1ccc(N2C(=O)CC(N3CCN(c4ccccc4OC)CC3)C2=O)cc1 (configuration not stated)	7	11	18	1	-3	0.3	-1
C[C@H](CO)N1C[C@H](C)[C@@H](CN(C)C(=O)c2ccncc2)Oc2cc(C3=CCCCC3)ccc2S1(=O)=O	-3	6	x	3	-2	-1.7	23[16.7 µM]
Cc1cc(C)cc(C(=O)NCC(=O)N2CCC(C(N)=O)CC2)c1	10	-1	-11	5	10	1.6	0
COc1cccc(CN(CC(=O)NCc2ccccc2)S(=O)(=O)CCl)c1	-22	1	-6	13	x	-2.8	0
CC(=O)N1[C@@H](CO)[C@H](c2ccccc2)[C@@H]1CN(C)C(=O)CN1CCOCC1	19	-5	5	x	6	2.5	-18[16.7 µM]
COc1cccc(CNC(=O)C2CCN(c3nnc(N4CCCC4=O)s3)CC2)c1	8	-4	6	11	4	0.0	1
CCN1C[C@@H]2[C@@H]3C(=O)N(C)C(=O)[C@@H]3[C@](C)(C1=O)N2C(=O)c1ccc(F)cc1	11	-13	4	0	-1	2.8	x
Cc1noc(C)c1S(=O)(=O)N(C)C[C@H]1Oc2ccc(NC(=O)Cc3cn(C)c4ccccc34)cc2CC(=O)N([C@H](C)CO)C[C@@H]1C	-29	9	x	x	4	1.3	2[16.7 µM]
CS(=O)(=O)c1ccc(C(=O)Nc2cc(-c3ccccc3)nn2-c2ccccc2)cc1	9	-7	-15	-3	-11	-0.7	-4
COc1cc2c(cc1OC)CN(C(=O)CSc1nc(N)c(C#N)cc1C#N)CC2	12	0	x	x	12	-0.9	-2
Cc1ccccc1-n1c(-c2csc3ccccc23)n[nH]c1=S	46	x	8	-5	x	x	-7
CNC(=O)c1ccc(Nc2nnc(-c3ccc(C)c(S(N)(=O)=O)c3)c3ccccc23)cc1	-11	0	13	2	12	0.3	11
C[C@@H]1CCCCO[C@H](CN(C)Cc2ccc(Cl)c(Cl)c2)[C@H](C)CN([C@@H](C)CO)C(=O)c2cc(NS(=O)(=O)c3ccc(Cl)cc3)ccc2O1	-16	5	95*	4	-21	3.2	-3[16.7 µM]
COc1ccc(-n2c(=S)[nH]c3cc(C(=O)N4CCN(c5ccccc5)CC4)ccc3c2=O)cc1	20	10	22	1	6	-0.4	-2
CC(C)NC(=O)N(C)C[C@@H]1Oc2cc(C#Cc3ccc(F)cc3)ccc2S(=O)(=O)N([C@@H](C)CO)C[C@H]1C	-10	11	x	x	-10	2.4	40[16.7 µM]

# This is a random part of the collection; about 3.9% have a hit in one of these screens.
